HTT aggregate: qHTS Multiplex Assay to Identify Dual Action Probes in a Cell Model of Huntington: Aggregate Formation (GFP) | PC12 HttQ103-GFP aggregates, Acumen cytometry, 40 h | AID 1688, 2009 | 1.1% of 220,000 active | Potency, µM (titrated, usually from 46.1 µM), for the others: top-dose activity change, negative = inhibition, hits mostly inhibitors; further: potency means the concentration at half of the fitted maximal effect; on the % scale 0 is the no-effect control and ±100 the full control effect; nearly all actives have a fitted effect of over 60% in size
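Aggregate formation scored by laser-scanning cytometer (488 excitation, 500–530 emission) in lysed PC12 cells expressing Q103-GFP after 100 nM tebufenozide induction; library tested in dose series, with ATPLite reagent added in the multiplex.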
GAA glycogen mod: qHTS Assay for Inhibitors and Activators of Human alpha-Glucosidase Cleavage of Glycogen | recombinant GAA, glycogen substrate, Amplex Red glucose oxidase fluorescence | Potency, µM (titrated, usually from 76.4 µM), for inactives: top-dose activity change, negative = inhibition, actives largely listed as inhibitors | 0.38% of 300,000 active;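 further: potency means the concentration at half of the fitted maximal effect; 0% = full enzyme reaction and -100% = no-enzyme basal signal; the screen sought inhibitors and activators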
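Recombinant enzyme (4 nM final) with compounds titrated up to 77 uM and bovine liver glycogen (30 ug) in citrate pH 5.0, 0.01% Tween-20, 37 C 40 min. Released glucose detected by Amplex Red/glucose oxidase (Ex 573/Em 610); AC50 from Hill fits.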
GAA inh: qHTS Assay for Inhibitors of Human alpha-Glucosidase as a Potential Chaperone Treatment of Pompe Disease; purified human GAA, 4-MU-alpha-glucoside fluorescence; Potency, µM (top dose mostly 76.9 µM), for inactives: at the highest dose activity change, negative = inhibition, most hits filed as inhibitors; 0.005% of 200,000 active; AID 1466, 2008;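 further: potency means the concentration at half of the fitted maximal effect; plate controls were uninhibited enzyme wells for no effect and no-enzyme background for full effect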
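AC50 values come from Hill fits of compound titrations (up to 77 uM) against 4 nM human enzyme. Substrate 4-methylumbelliferyl-alpha-D-pyranoside at 400 uM, pH 5.0 citrate buffer, 20 min room temperature; fluorescence Ex 365/Em 440 after alkaline stop.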
GAA spleen mod: qHTS Assay for Inhibitors and Activators of Human alpha-Glucosidase From Spleen Homogenate; Potency, µM (highest dose often 79.9 µM), for inactives: top-dose activity change, negative = inhibition, usual class: inhibitors; AID 2112, 2009; human spleen homogenate, 4-MU-alpha-glucoside fluorescence; Lysosomal alpha-glucosidase (Homo sapiens), P10253; 0.006% of 240,000 active;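 further: potency means the concentration at half of the fitted maximal effect; 0% = enzyme with vehicle and -100% = no enzyme basal signal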
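Human spleen homogenate (1 ug) incubated with compounds and 1 mM 4-methylumbelliferyl-alpha-D-glucopyranoside in pH 5.0 citrate/phosphate buffer, 37 C, 40 min. Stopped at pH 10; 4-MU fluorescence (Ex 365/Em 440 nm); AC50 by Hill fit.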
HTT ATP protect: qHTS Multiplex Assay to Identify Dual Action Probes in a Cell Model of Huntington: Cytoprotection (ATP); PC12 HTT-Q103 induced, cytoprotection, ATP luminescence, 40 h; Potency, µM (series often up to 56.4 µM), without a hit: cytoprotection (ATP increase), actives largely listed as activators; 0.14% of 230,000 active; AID 1471, 2008;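 further: potency means the concentration at half of the fitted maximal effect; % of control where 0% means no effect; nearly all actives have a fitted effect of over 45% in size; toxic huntingtin expression switched on by the ecdysone agonist tebufenozide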
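PC12 cells stably carrying ecdysone-inducible Htt exon 1 (Q103)–GFP were induced with 100 nM tebufenozide (final) alongside library compounds in a dose series. Cytoprotection was scored as retained ATP by ATPlite luminescence.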
CBFb-RUNX1 inh: qHTS Assay for Compounds Blocking the Interaction Between CBF-beta and RUNX1 for the Treatment of Acute Myeloid Leukemia. AlphaScreen CBFb-His/RUNX1-biotin binding, biochemical. Potency, µM (highest dose often 59.8 µM), for the others: at the highest dose activity, negative = inhibition, hits mostly inhibitors. 230,000 tested, under 10 active. Runt-related transcription factor 1 (Homo sapiens) + Core-binding factor subunit beta …. AID 1477, 2009; further: % of control where 0% means no effect
Target sequence (Q01196 whole entry, looked up): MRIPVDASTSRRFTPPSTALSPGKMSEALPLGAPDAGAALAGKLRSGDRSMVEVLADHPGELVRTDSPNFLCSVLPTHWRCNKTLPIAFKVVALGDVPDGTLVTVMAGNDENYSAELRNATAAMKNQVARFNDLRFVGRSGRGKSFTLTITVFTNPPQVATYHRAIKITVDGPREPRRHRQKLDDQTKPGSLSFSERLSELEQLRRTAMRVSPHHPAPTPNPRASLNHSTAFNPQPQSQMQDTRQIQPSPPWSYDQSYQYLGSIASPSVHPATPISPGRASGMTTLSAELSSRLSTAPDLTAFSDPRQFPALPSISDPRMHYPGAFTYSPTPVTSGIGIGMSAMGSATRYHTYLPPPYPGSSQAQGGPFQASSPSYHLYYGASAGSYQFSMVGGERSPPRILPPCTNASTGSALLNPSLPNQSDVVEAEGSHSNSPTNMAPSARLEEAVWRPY
Target sequence (Q13951 whole entry, looked up): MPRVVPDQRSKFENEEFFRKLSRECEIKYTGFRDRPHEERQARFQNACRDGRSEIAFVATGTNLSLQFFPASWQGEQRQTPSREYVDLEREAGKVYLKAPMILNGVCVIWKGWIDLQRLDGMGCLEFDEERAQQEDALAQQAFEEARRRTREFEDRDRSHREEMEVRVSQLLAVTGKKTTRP
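His-tagged CBF-beta and biotinylated RUNX1 (30 nM each) were premixed 20 min at room temperature, exposed to compound for 15 min, then given nickel-chelate and streptavidin AlphaScreen beads (50 ng each). After 90 min, AlphaScreen signal was read.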
Lamin A splicing: qHTS Assay for Modulators of Lamin A Splicing | Potency, µM (top dose mostly 46.1 µM), for the others: top-dose ratio change, negative = inhibition, most hits filed as inhibitors | HeLa LMNA splicing GFP/RFP minigene ratio, 48 h | 0.01% of 200,000 active; active means well fitted inhibition curve with a large enough effect in the signal ratio, with a control signal flat, not every such curve was filed as active; inconclusive means small, poorly fitted or top-dose-only effect, or effect the other way, or a change in a side signal; the % refers to the signal ratio; further: potency means the concentration at half of the fitted maximal effect; on the % scale 0 is the no-effect control and ±100 the full control effect
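S3 HeLa cells stably expressing lamin A-EGFP splicing minigene plus DsRed2, 600 cells/well, 48 h compound exposure at 37C. Laser-scanning cytometry; analysed as GFP (500-530 nm)/RFP (575-640 nm) total intensity ratio; 0.5% DMSO vehicle.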
* hit, by the source's call; ? = inconclusive; nt = no result given; & = joins results of further samples; [ ] = remark or other dose. Unless noted, the call rests on the fitted dose curve; in most records, active means well fitted curve in the direction sought with a large enough effect; inconclusive means small, poorly fitted or top-dose-only effect, or another doubt; inactive means no such curve, though single readings can be large; an effect the other way counts as inactive or inconclusive.

SMILES	HTT aggregate	GAA glycogen mod	GAA inh	GAA spleen mod	HTT ATP protect	CBFb-RUNX1 inh	Lamin A splicing
C=C(C)c1cccc(C(C)(C)NC(=O)NCCN(CC)CC)c1	-6%	0%	-7%	-2%	-25%	1%	?
CNC(=S)N(Cc1ccc(OC)cc1)C1CC(=O)N(c2ccc(OC)cc2)C1=O (centres undefined)	8%	-10%	-14%	-8%	-13%[10 µM]	-2%	-7%
Cc1ccc(OCC(=O)N2CCN(C(=O)CCC3CCCC3)CC2)cc1	-1%	4%	-4%	-1%	20%	8%	-11%
COC(=O)c1cc2c(C)cc3ccc(C)cn3c-2c1C(=O)OC	-13%	-2%	-15%	2%	18%	-2%	-1%
CCn1nc(C)c(/C=C2\CCCC3=C2OC(N)=C(C#N)C3c2c(C)nn(CC)c2C)c1C (centres undefined)	?	-3%	-3%	-5%	-78%[inhibitor]	-6%	?
COc1ccc(CC2(C)OC(c3ccc([N+](=O)[O-])cc3)=NN2C(C)=O)cc1 (centres undefined)	5%[9.22 µM]	-3%	-3%[15.4 µM]	-13%	13%[10 µM]	-26%	nt
CC(O)/C=C/C1OC(=O)CC1Nc1ccc(C=O)cc1 (centres undefined)	-13%[9.22 µM]	8%	nt	-4%	-3%[10 µM]	7%	nt
Cc1cccc(NC(=O)Nc2ccc(C#N)cc2)n1	4%	-6%	?	-2%	?	17%	?
COc1ccc(C(=O)Nc2cc(OCc3ccccc3)c(Cl)cc2Cl)cc1	-8%	2%	-4%	-8%	-12%	0%	6%
O=C(CCN1C(=O)/C(=C\c2ccccc2Cl)SC1=S)N1CCN(c2ccccc2)CC1	8%	-1%	-2%	1%	-22%	-10%	-7%
CC(C)n1c(-c2cccs2)nc2ccccc21	-16%	-6%	6%	-1%	-5%[10 µM]	-2%	-10%
CCO[C@H]1OC(C(=O)Nc2ccccc2)=C[C@@H](c2cn(C(C)=O)c3ccccc23)[C@@H]1CCCO	-20%[9.22 µM]	-19%	nt	3%	-15%[10 µM]	2%	nt
COc1ccc(-n2ncc3c(NCCCN4CCOCC4)ncnc32)cc1	-3%	4%	-4%	-6%	-22%	5%	-5%
Cc1ccc(S(=O)(=O)N2CCCCC2)cc1NC(=O)Cn1cnnn1	0%[9.22 µM]	4%	nt	-1%	-12%[10 µM]	4%	nt
CN(c1ccccc1C(=O)N1CCN(c2ccccc2)CC1)S(C)(=O)=O	1%	1%	7%	-5%	-15%[1.9 µM]	11%	-6%
O=C(NCCC1=CCCCC1)c1cnc2n(c1=O)CCS2	1%	-3%	5%	-3%	-11%[10 µM]	1%	-9%
COc1cccc(CNc2ccc(S(=O)(=O)Nc3nccs3)cc2)c1O	4%	5.6µM*	-6%	3%	1%	-12%	?
COc1cc(/C=C(\NC(=O)c2ccccc2)C(=O)Nc2cccc(O)c2)c([N+](=O)[O-])cc1OC	10%	2%	-5%	-8%	-38%	-4%	1%
CCN1CCN(C(=S)NC(C)c2ccccc2)CC1 (centres undefined)	13%	3%	-4%	-2%	12%[10 µM]	8%	-12%
Cc1cccc2sc(N(CCCN(C)C)C(=O)CCc3ccccc3)nc12	-1%	10%	?	-18%	-17%[10 µM]	-9%	-16%
CCCCn1c(SCC(=O)Nc2cc(C)on2)nnc1-c1cccs1	-39%[9.22 µM]	2%	nt	3%	17%[10 µM]	19%	nt
CC(C)n1c(NCc2ccc(N(C)C)cc2)nc2ccccc21	-27%	?	2%	0%	-9%[1.9 µM]	9%	-9%
CCCCOC(=O)Nc1nnc(/C=C/c2ccc(OC)cc2)s1	25%	9%	?	-7%	23%[10 µM]	9%	-3%
CCOC(=O)C(C)C(C)=O (centres undefined)	nt	nt	nt	6%	?	10%[21.7 µM]	nt
Cn1cc(-c2nc3cnc(N4CCNCC4)nc3n(CCC#N)c2=O)c2ccccc21	nt	nt	nt	1%	-59%[inhibitor]	nt	5%

More structures:
SMILES	HTT aggregate	GAA glycogen mod	GAA inh	GAA spleen mod	HTT ATP protect	CBFb-RUNX1 inh	Lamin A splicing
CCCCOc1ccc(C(=O)Nc2ccc(N3CCN(C(C)=O)CC3)cc2)cc1	3%	18%	-3%	0%	1%	-8%	6%
COc1ccc(NC(=S)NCc2cccs2)cc1	nt	-7%	7%	0%	nt	-6%	-3%[46 µM]
O=C(CCC(=O)c1cccs1)c1cccs1	-1%	-1%	-7%[15.4 µM]	-4%	0%[10 µM]	6%	?
CC(C)Cn1nnnc1S(=O)(=O)CCc1ccccc1	nt	nt	nt	-1%	?	16%	nt
CCOC(=O)c1cc2sccc2n1CC(=O)Nc1ccc(OC)c(OC)c1	-10%	-2%	-4%	-4%	-12%	-4%	6%
COc1ccc(-n2nc(C(=O)Nc3ccc4c(c3)OCO4)c3ccccc3c2=O)c(OC)c1	5%	2%	-7%	-10%	-21%	5%	-9%
CC(=O)Nc1ccc(N2C(=O)CC(N3CCN(Cc4ccc5c(c4)OCO5)CC3)C2=O)cc1 (centres undefined)	8%	5%	-3%	-7%	-5%[10 µM]	-2%	-1%
O=C(O)c1cccc(-c2ccc(/C=N/NC(=O)c3cccnc3)o2)c1	4%	7%	-3%	1%	7%[10 µM]	1%	5%
CCC12OC(=N)C(C#N)(C1C)C(C#N)(C#N)C(c1ccccc1)O2 (centres undefined)	14%	-2%	?	?	-1%[10 µM]	6%	-10%
CCSc1nnc(NC(=O)C2CCCN(S(=O)(=O)c3cnc[nH]3)C2)s1 (centres undefined)	12%	-4%	3%	-3%	-2%	10%	0%
Cc1sc(NC(=S)NC(=O)CCc2ccccc2)c(C(N)=O)c1C	?	7%	5%	-5%	-69%[inhibitor][10 µM]	-11%	-18%
CCc1cc(C(=O)OC)c(NC(=O)C2CC(=O)NN2Cc2ccccc2)s1 (centres undefined)	0%	?	-8%	3%	-1%	1%	19%
Cc1cccn2cc(-c3ccc(S(=O)(=O)N4CCOCC4)cc3)nc12	-7%	5%	?	-4%	4%	-4%	?
COc1cc(CNC2CCCc3ccccc32)cc(OC)c1OC (centres undefined)	19%	7%	2%	-1%	-5%[10 µM]	-20%	-9%
O=C(N/N=C/c1ccco1)c1cc(-c2ccc(Br)s2)[nH]n1	4%[9.22 µM]	5%	nt	-5%	8%[10 µM]	15%	nt
COc1ccc(CNC(=O)c2ccc3c(c2)N(C)C(=O)CS3=O)cc1 (centres undefined)	-6%	-8%	-2%[15.4 µM]	4%	5%	1%	-1%
CCOC(=O)c1ccc2c(c1)[nH]c(=S)n2CC	-16%[9.22 µM]	-13%	1%	3%	-5%[10 µM]	3%	-18%[46 µM]
Cc1cc(C)cc(NC(=O)OCCN2CCN(Cc3ccccc3)CCC2=O)c1	-18%	1%	-3%	-4%&1%	nt	3%	-17%
Cc1ccc(C(=O)O)cc1-c1ccc(/C=C2\SC(=O)N(CC(=O)Nc3ccccc3)C2=O)o1	4%[9.22 µM]	10%	10%	2%	-14%	-8%	6%[1.84 µM]
O=C(c1cccs1)N1CCN(c2ncccn2)CC1	-4%	-7%	-8%	-2%	5%	-2%	8%
FC(F)Sc1ccc(NC(=S)NCC2CCCCC2)cc1	?	-5%	-11%	4%	-97%[inhibitor]	8%	2%
COc1ccc(C(C)=O)cc1CN(C)C	2%	0%	2%	1%	-7%	3%	-5%
Cc1cccnc1NC(=O)Cn1nc([N+](=O)[O-])cc1C	-13%	-10%	-6%	11%	nt	4%	-10%[46 µM]
COCCN(CC(=O)NCC1CCCO1)C(=O)CCC(=O)Nc1cc(C)ccn1 (centres undefined)	-14%	1%	3%	5%	-4%[1.9 µM]	-2%	-4%
COc1ccc(C(NC(=O)C(C)C)c2c(O)ccc3ccccc23)cc1OC (centres undefined)	?	-5%	?	6%	11%[10 µM]	-7%	-14%

(more compounds)
SMILES	HTT aggregate	GAA glycogen mod	GAA inh	GAA spleen mod	HTT ATP protect	CBFb-RUNX1 inh	Lamin A splicing
CSCCC(NS(=O)(=O)c1ccc(Cl)cc1)C(=O)OCC(=O)NC1CCCCC1 (centres undefined)	-3%[9.22 µM]	1%	-4%	-2%	-2%	-1%	16%
Cc1cc(C)cc(OCC(=O)OCC(=O)NCc2ccco2)c1	5%[9.22 µM]	-2%	-8%	4%	7%	-4%	0%
CC(C)C(NS(=O)(=O)c1cccc2nsnc12)C(=O)NCc1ccc2c(c1)OCO2 (centres undefined)	-10%	-10%	-8%	-2%	-9%[10 µM]	-4%	8%
Cc1cc(C(=O)NC(C)c2ccncc2)cs1 (centres undefined)	0%	8%	-4%	-10%	13%[0.074 µM]	2%	12%
CC(C)(C)c1ccc(-c2nnc3sc(-c4ccncc4)nn23)cc1	4%	3%	-8%	-3%	5%[1.9 µM]	1%	8%
CCOc1ccc(/C=N/NC(N)=S)cc1	4%	-10%	-1%	4%	36%[10 µM]	-4%	-19%
COc1ccc(C2=NN(CC(=O)Nc3cc(C)ccc3C)C(=O)CC2)cc1	0%[9.22 µM]	5%	nt	10%	19%[10 µM]	16%	nt
O=P(O)(O)c1cc(-c2ccccc2)oc1-c1ccccc1	-8%[9.22 µM]	2%	nt	-4%	18%[10 µM]	2%	nt

One compound at a time (already shown).
`O=P(O)(O)c1cc(-c2ccccc2)oc1-c1ccccc1` in the list: HTT aggregate: -8%[9.22 µM]; GAA glycogen mod: 2%; GAA inh: nt; GAA spleen mod: -4%; HTT ATP protect: 18%[10 µM]; CBFb-RUNX1 inh: 2%; Lamin A splicing: nt
`Cc1cc(C(=O)NC(C)c2ccncc2)cs1` (centres undefined) in the list: HTT aggregate: 0%; GAA glycogen mod: 8%; GAA inh: -4%; GAA spleen mod: -10%; HTT ATP protect: 13%[0.074 µM]; CBFb-RUNX1 inh: 2%; Lamin A splicing: 12%

Records listed above printed as active in GAA glycogen mod:
smiles | HTT aggregate | GAA glycogen mod | GAA inh | GAA spleen mod | CBFb-RUNX1 inh | Lamin A splicing
COc1cccc(CNc2ccc(S(=O)(=O)Nc3nccs3)cc2)c1O | 4% | 5.6µM* | -6% | 3% | -12% | ?

Assay outcomes: PubChem, National Center for Advancing Translational Sciences (NCATS)
